Source: PubChem BioAssay (Sanford-Burnham Center for Chemical Genomics)
SENP1 inh – inhibitors of human SENP1 SUMO protease catalytic domain; inhibition, % at 10 µM; AID 624204; Q9P0U3; recombinant SENP1 catalytic domain, CyPet-SUMO1-YPet FRET cleavage; 0.21% of 360,000 active;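 active = inhibition at least 30% at 10 µM, raw YFP signal under a set limit, fluorescence ratio 0.5 to 1.5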;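 note: 0% = enzyme with DMSO and 100% = no enzyme wells; some results filed as inactive read as strong as hits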
Target sequence (Q9P0U3 419-644 limits assumed): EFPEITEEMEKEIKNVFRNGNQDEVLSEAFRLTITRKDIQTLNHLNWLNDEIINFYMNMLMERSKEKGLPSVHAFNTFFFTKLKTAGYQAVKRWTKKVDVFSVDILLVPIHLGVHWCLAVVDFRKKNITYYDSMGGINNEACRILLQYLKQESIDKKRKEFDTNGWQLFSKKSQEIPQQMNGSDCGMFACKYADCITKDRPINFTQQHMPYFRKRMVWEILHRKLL
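Controls: no-enzyme wells low, DMSO-plus-enzyme wells high control. Test system: human recombinant His6-tagged SENP1 catalytic domain enzyme. Reagent: SFCypet-SUMO1-SFYpet FRET protein substrate, 25 nM final. Doses: one dose per compound, 10 µM, 0.5% DMSO. Detection: FRET, CFP and YFP emission. Timing: 50 min reaction at room temperature.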
SENP6 block – SENP6 protease inhibition. Q9GZR1. Recombinant SENP6 catalytic domain, aminoluciferin luminescence. inhibition, % at 10 µM. 1.8% of 330,000 active. AID 2599;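 active = inhibition above about 50% at the single tested dose, limit read from the data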;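 note: plate controls were DMSO wells with enzyme for no effect and DMSO wells lacking enzyme for full effect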
Target sequence (Q9GZR1 628-1112 limits assumed): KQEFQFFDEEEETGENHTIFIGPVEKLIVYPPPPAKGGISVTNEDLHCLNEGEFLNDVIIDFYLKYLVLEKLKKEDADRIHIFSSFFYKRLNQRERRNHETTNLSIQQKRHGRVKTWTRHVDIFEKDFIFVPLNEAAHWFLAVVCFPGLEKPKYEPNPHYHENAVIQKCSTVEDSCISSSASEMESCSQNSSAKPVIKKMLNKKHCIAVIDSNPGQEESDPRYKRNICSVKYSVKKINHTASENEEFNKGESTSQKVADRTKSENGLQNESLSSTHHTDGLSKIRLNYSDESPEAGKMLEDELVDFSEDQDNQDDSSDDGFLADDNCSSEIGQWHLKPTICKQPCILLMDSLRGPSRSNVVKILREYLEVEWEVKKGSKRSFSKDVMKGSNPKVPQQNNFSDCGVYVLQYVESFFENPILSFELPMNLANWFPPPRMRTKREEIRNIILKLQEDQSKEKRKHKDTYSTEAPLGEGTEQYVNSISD
Apaf-1 inh – human Apaf-1 inhibition. inhibition, % at 20 µM. reconstituted apoptosome caspase-3 activity, DEVD-Rh110 fluorescence. 0.71% of 330,000 active; active = inhibition of at least 40% at 20 µM;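 note: plate controls were DMSO wells for no effect and DEVD-CHO caspase inhibitor wells for full effect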
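Medium: Hepes buffer, pH 7.5 / System: biochemical Apaf-1 apoptosome reconstitution / Measured by: Rh110 fluorescence, excitation 480 nm, emission 540 nm / Times: compound with Apaf-1, dATP, procaspase-3 30 min, then 50 min reaction, room temperature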
SENP8 block-1 – SENP8 protease inhibition. AID 2540. 1.2% of 330,000 active. purified SENP8, Z-RLRGG-aminoluciferin cleavage, luminescence. inhibition, % at 10 µM; in the data active = inhibition above about 50%
Target sequence (Q96LD8 whole entry, looked up): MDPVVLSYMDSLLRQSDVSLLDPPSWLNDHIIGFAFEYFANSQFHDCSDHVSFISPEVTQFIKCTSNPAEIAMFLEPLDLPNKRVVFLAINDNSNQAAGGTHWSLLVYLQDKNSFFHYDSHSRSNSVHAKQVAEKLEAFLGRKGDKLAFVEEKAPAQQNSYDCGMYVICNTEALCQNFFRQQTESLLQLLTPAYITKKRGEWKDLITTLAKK
SENP8 block-2 – inhibitors of human SENP8 protease; AID 602440; recombinant SENP8, Nedd8 substrate fluorescence; inhibition, % at 20 µM; 0.64% of 360,000 active; Q96LD8; in the data active = inhibition mostly above about 40%, no sharp cut-off; inactive = mostly below about 27%
APOBEC3G inh – blocks human APOBEC3G single-stranded DNA deamination | 0.28% of 330,000 active | AID 493012 | recombinant A3G, ssDNA deamination FAM/TAMRA fluorescence | inhibition, % at 20 µM;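 active = inhibition of at least 40% at 20 µM, with no more than 30% in the related APOBEC3A deaminase screen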;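 note: plate controls were DMSO wells with A3G for no effect and wells lacking A3G enzyme for full effect; some compounds called inactive have numbers as strong as hits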
UBC13 polyUb – inhibitors of human UBC13 polyubiquitin chain formation; inhibition, % at 20 µM; TR-FRET; AID 485273; 0.47% of 330,000 active; P61088; in the data active = inhibition above about 45%, passing the limit was not always enough
Target sequence (P61088 whole entry, looked up): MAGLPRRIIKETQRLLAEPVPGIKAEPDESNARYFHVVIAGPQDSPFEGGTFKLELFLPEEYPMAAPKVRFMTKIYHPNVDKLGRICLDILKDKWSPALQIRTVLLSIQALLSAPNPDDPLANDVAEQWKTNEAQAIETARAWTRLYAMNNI
SENP7 block – blocks the human protease SENP7; recombinant SENP7, Z-RLRGG-aminoluciferin luminescence, 40 min; 1.5% of 330,000 active; inhibition, % at 5 µM;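 active = inhibition above about 50% at the single test dose, limit read from the data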;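 note: plate controls were DMSO with enzyme for no effect and no enzyme buffer wells for full effect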
Starred values were filed as active, the others as inactive; i = inactive; . = no result given.

compound	SENP8 block-2	UBC13 polyUb	APOBEC3G inh	SENP7 block	Apaf-1 inh	SENP8 block-1	SENP1 inh	SENP6 block
C#CCOCCOCCOCCNc1nc(N2CCOCC2)nc(N2CCN(C(=O)[C@H](Cc3ccc(O)cc3)n3cc([C@@H](N)C(C)CC)nn3)CC2)n1 (stereo partly specified)	18	12	-4	1	-4	-2	0	-6
COc1cc(NC(=O)COC(=O)c2ccccc2SCC(=O)N2CCCC2)cc(OC)c1	-35	4	0	-2	12	-8	-1	-3
CN(C(=O)c1ccc(NC(=O)Cc2cccc([N+](=O)[O-])c2)cc1)C1CCCC1	-3	-6	-8	-12	14	-8	1	-3
CC1(C)CC(=O)C(N=Nc2cccc(F)c2C#N)=C(O)C1	12	-4	-4	-6	-8	1	2	-30
O=C(NCc1cccc(Cl)c1)C1=CC=CN2CCS(=O)(=O)N=C12	i	9	-2	0	2	8	-23	1
COCCC(=O)N1CCc2c([nH]c3ccccc23)C1C(C)(C)C (stereo unspecified)	7	2	2	7	4	0	-6	-5
Cc1ccc([C@@H]2[C@@H]3C(=O)N(c4ccccc4)C(=O)[C@@H]3[C@]3(C)C(=O)N(Cc4ccccn4)CC(=O)N23)o1	3	-3	-15	-1	9	-12	-3	-11
O=C(COc1ccc(-c2ccccc2)cc1)N/N=C/c1cccnc1	8	1	-5	0	5	-10	2	-3
Oc1ccc2ccccc2c1N=Nc1ccccn1	41*	-113	5	-5	30	15	11	23
Oc1ccccc1C1CC(c2cccs2)=NC(c2cccc(Br)c2)N1 (stereo unspecified)	-138	-9	-4	8	10	-8	-36	7
C=C(C)CC(NCc1ccco1)c1ccc(OC)cc1 (stereo unspecified)	17	0	2	3	12	-1	3	-11
CC(C)(CO)NC(=O)CC1C(=O)NCCN1Cc1ccc(-c2ccccc2)cc1 (stereo unspecified)	4	10	1	1	-5	-6	-5	6
COc1ccc(-c2onc3ccc(Br)cc23)cc1	-40	-12	-4	5	4	-6	1	-15
Cc1ccc(NC(=O)c2cc3ccccc3o2)cc1Cl	10	-3	-5	37	19	26	1	49
O=C(CSc1nc(-c2ccco2)cc(C(F)(F)F)n1)Nc1ccc(C(=O)N2CCOCC2)cc1	-8	-7	-2	4	4	-9	-4	-18

Next records
compound	SENP8 block-2	UBC13 polyUb	APOBEC3G inh	SENP7 block	Apaf-1 inh	SENP8 block-1	SENP1 inh	SENP6 block
CCc1ccccc1N(CC)C(=O)C1CCN(c2ncnc3c2nc2n3CCCCC2)CC1	17	4	-3	-2	19	-6	3	-4
COc1ccc2c(c1)c(C(=O)CN1CCOCC1)c(C)n2C	-8	0	1	1	0	-3	2	-6
CCCCn1c(SCC(=O)NCCc2ccc(OC)c(OC)c2)nc2c1c(=O)n(C)c(=O)n2C	16	1	-1	3	-16	2	2	-1
O=C(O)c1ccc2c(c1Nc1ccccc1)C(=O)c1ccccc1C2=O	30	-18	-5	-6	12	-1	4	-2
COCCNC(=O)COC(=O)c1cc(-c2ccc(OC)cc2)nc2ccccc12	-408	13	-9	5	1	-6	-15	9
O=C(CSc1n[nH]c(=O)n1Cc1ccco1)N1CCOCC1	20	2	-15	5	-5	-4	2	-28
O=C(CSc1nnnn1C1CCCCC1)NCc1ccc2c(c1)OCO2	20	0	-3	2	-23	-2	0	3
CN(C)CCN(C(=O)c1cc(Cl)sc1Cl)c1nc2ccc(F)cc2s1	14	19	-7	8	0	10	3	-11
O=C(c1ccccc1)N1CCC(c2nc(-c3ccc(S(=O)(=O)N4CCOCC4)cc3)no2)CC1	11	-3	0	2	8	-11	0	-16
O=S(=O)(NCCc1ccncc1)c1ccc(Br)cc1	14	-6	3	6	8	6	-1	-9
C=CCNc1oc(-c2cccs2)nc1S(=O)(=O)c1ccccc1	-87	-13	0	5	4	-3	-3	-16
CC(C)n1c(NCc2c[nH]c3ccccc23)nc2ccccc21	17	17	-4	0	4	-2	0	10
Cc1ccc(NC(=O)CSc2n[nH]c(-c3ccncc3)n2)cc1C	-4	4	1	1	7	5	-2	-36
O=C(O)CC(=O)Nc1ccc(Oc2ccc(C(F)(F)F)cn2)c(Cl)c1	-6	8	-7	3	1	2	1	0
O=C(NCCO)C(=O)NCC(c1ccc2c(c1)OCO2)N1CCN(c2ccc(F)cc2)CC1 (stereo unspecified)	11	2	-6	2	2	0	0	-8

Additional compounds:
compound	SENP8 block-2	UBC13 polyUb	APOBEC3G inh	SENP7 block	Apaf-1 inh	SENP8 block-1	SENP1 inh	SENP6 block
COc1ccc(C(=O)Nc2ccccc2)cc1S(=O)(=O)Nc1cc(C)on1	17	30	-2	11	3	-2	1	-4
Cc1cccc(C(=O)NNC(=O)CCn2nnc3ccccc32)c1	8	-6	-2	-5	-4	6	0	-12
O=C(COC(=O)c1ccc(F)cc1)NCC1CCCCC1	0	-8	2	12	-2	-3	0	8
CCC1(CC)NC(=O)N(Cc2nc3ccccc3s2)C1=O	16	6	-5	-4	-10	-5	-1	2
COc1ccc(NC(=O)NCCCCc2ccccc2)cc1OC	13	-11	-3	18	4	-9	2	-16
Nc1ccc(S(=O)(=O)Nc2ccc(S(N)(=O)=O)cc2)cc1	7	-8	-4	-1	-5	0	2	-10
O=C(CNC(=O)[C@@H]1Cc2ccccc2CN1)NCc1ccco1	-2	6	-1	2	-1	2	-9	-4
COc1cc(NC(=S)N(C)CCC#N)c(OC)cc1Cl	16	-1	-11	4	-8	5	9	-5
CC(CCN1CCN(c2ccccc2)CC1)c1ccccc1 (stereo unspecified)	8	-8	-2	3	-1	-8	2	0
O=C(c1ccccc1F)N1CCCC(C(=O)N2CCN(c3ccccc3)CC2)C1 (stereo unspecified)	18	9	-10	-6	-10	1	0	-12
C#CCOCCOCCOCCNc1nc(N2CCN(C(=O)[C@H]([C@@H](C)CC)n3cc([C@@H](N)CC(C)C)nn3)CC2)nc(N2CCN(C(=O)[C@H](Cc3cc4ccccc4[nH]3)n3cc([C@@H](N)C(C)CC)nn3)CC2)n1 (stereo partly specified)	.	81*	-9	-5	30	14	.	-14
Cc1nc(NC(=O)CCC(=O)O)sc1C(=O)N(C)C	10	-5	-1	-2	6	-1	-2	-36
Cc1ccc(C(=O)Cn2ncsc2=N)cc1	1	7	-6	-4	-17	1	0	19
C=CCNC(=O)Nc1ccc(Br)cc1Cl	11	5	0	4	-1	4	3	-6
COc1ccccc1N1CC(C(=O)Nc2ccc3c(c2)OCO3)CC1=O (stereo unspecified)	1	2	-1	2	-3	0	-1	1

The list continues:
compound	SENP8 block-2	UBC13 polyUb	APOBEC3G inh	SENP7 block	Apaf-1 inh	SENP8 block-1	SENP1 inh	SENP6 block
CC(=O)c1nc(N2C(=O)C3CC=C(C)CC3C2=O)sc1C (stereo unspecified)	8	-2	3	3	-16	6	0	3
CCCCC(c1nnnn1CC1CCCO1)N1CCN(c2ccccc2)CC1 (stereo unspecified)	2	-2	-18	-9	15	-7	1	-12
Cc1ccc(NC(=O)c2ccc(OCc3c(C)noc3C)cc2)cc1C	0	2	-1	-5	16	2	0	-11
COc1ccc(N(C(=O)c2cccnc2)S(=O)(=O)c2ccc(OC)c(OC)c2)cc1	14	1	-4	-3	-4	9	3	7
Cc1ccc(C2=NC(=O)/C(=C/c3cc(O)c(O)c(Br)c3)S2)cc1	-2	-22	0	6	22	3	-7	20
CC(C)CC(=O)NC(=S)Nc1ccccc1F	2	-6	-6	2	-80	2	0	-4
O=S(=O)(Cc1ccccc1)Nc1cccc(F)c1	3	9	-2	-3	-9	-2	0	-20
COC(=O)[C@@]1(C)[C@H]2C(=O)N(C)C(=O)[C@H]2[C@H]2CN=C(SCc3ccc(Cl)cc3)N21	15	.	0	0	19	.	1	.
Cc1ccc(-n2c(-c3ccco3)nc3c(cnn3-c3ccccc3C)c2=O)cc1	1	1	-10	-9	13	-10	3	-10
CC1S/C(=C(\C#N)C(=O)NCc2ccco2)N(Cc2ccco2)C1=O (stereo unspecified)	1	2	-2	-5	3	-9	-1	-19
Cc1ccc(C(=O)NCC(=O)OCc2c(F)cccc2Cl)cc1	11	2	-3	7	9	-2	2	-7
O=C(CNC(=O)c1ccccc1F)NNC(=O)c1ccccc1O	-256	-1	-7	-10	-2	-14	-2	5
COC(=O)C1C(c2ccc(Br)cc2)Nc2nnc(C(F)(F)F)n2C1(C)O (stereo unspecified)	6	-5	-5	-8	-1	-3	3	-19
Cc1cccc2c1-c1sc(C(=O)Nc3nccs3)cc1CO2	-399	34	-11	67*	10	-1	-122	40
COc1c(Br)cc(Br)cc1/C=N/NC(=O)c1cccnc1	4	-7	-6	2	8	4	0	-8

Entries listed so far shown as hits in SENP7 block:
| Structure | UBC13 polyUb | APOBEC3G inh | SENP7 block | SENP8 block-1 | SENP1 inh | SENP6 block |
| --- | --- | --- | --- | --- | --- | --- |
| Cc1cccc2c1-c1sc(C(=O)Nc3nccs3)cc1CO2 | 34 | -11 | 67* | -1 | -122 | 40 |

Going on with the list.
compound	SENP8 block-2	UBC13 polyUb	APOBEC3G inh	SENP7 block	Apaf-1 inh	SENP8 block-1	SENP1 inh	SENP6 block
O=c1[nH]c(SCc2ccccc2)nc2ccsc12	8	3	-6	17	7	27	4	35
CCOC(=O)N1CCN(C(=O)C(C)N(c2ccc(Oc3ccccc3)cc2)S(C)(=O)=O)CC1 (stereo unspecified)	20	-3	-6	-14	6	-6	2	8
CC(=O)c1ccc(OCC(=O)OC(C)C(=O)NC2CCCCC2)cc1 (stereo unspecified)	20	6	-6	1	-8	7	1	-15
Nc1c(Cl)cc(Cl)cc1C(=O)OCC(=O)N1CCCC1=O	i	14	-7	-1	7	10	-2	-4
O=C(Nc1ccccc1F)c1ccc(S(=O)(=O)N2CCCCCC2)cc1	16	0	-6	-5	14	-16	2	8
Nc1nnc(CC(=O)N/N=C/c2ccc(-c3ccccc3Cl)o2)s1	-140	-8	7	5	11	-1	-8	-12
NS(=O)(=O)c1cc(C(=O)OCC(=O)N2CCc3ccccc3C2)ccc1Cl	0	1	-4	-9	19	-14	1	-16
COc1ccc(C(=O)COC(=O)c2ccc3c(c2)OCO3)c(OC)c1	-3	1	-3	1	0	6	1	11
CCOC(=O)[C@H]1[C@H]2COc3ccc(OC)cc3[C@H]2N2C(=O)CNC(=O)[C@@]12C	13	-4	0	6	3	-1	1	16
O=C(COC(=O)CN1C(=O)c2ccccc2C1=O)NC1CCCCC1	12	4	-6	-1	6	-6	2	-17
CS(=O)(=O)N1CCN(c2ncnc3c2cnn3-c2ccccc2)CC1	6	-3	-5	6	-5	-2	-1	-23
Cc1ccc(NC(=O)NCc2ccc3[nH]c(C)cc3c2)cc1	10	-11	0	5	-8	8	-8	15
Cc1ccc(NC(=O)CN(C)C(=O)CSc2nc3ccccc3c(=O)n2CCO)cc1	-3	1	-8	13	0	-3	2	-9
COc1ccc(-c2cc(C(=O)Nc3c(F)cc(F)cc3Br)no2)cc1	-1	6	-5	0	0	-5	0	-26
CCCCc1ccc(S(=O)(=O)NCCCN2CCCC2=O)cc1	4	1	-4	-8	-7	3	-1	-7

Additional compounds:
compound	SENP8 block-2	UBC13 polyUb	APOBEC3G inh	SENP7 block	Apaf-1 inh	SENP8 block-1	SENP1 inh	SENP6 block
O=C(O)C1CC(O)CN1S(=O)(=O)c1cccs1 (stereo unspecified)	13	2	-3	2	3	-7	1	-19
Cc1ccccc1N(CC(=O)Nc1ccccc1C(=O)O)S(C)(=O)=O	12	4	-2	-3	1	-2	2	1
Cc1cccc(N(CC(=O)Nc2c(C)n(C)n(-c3ccccc3)c2=O)S(C)(=O)=O)c1C	4	1	2	5	-10	-1	3	-3
CSc1ccccc1NC(=O)c1ccccc1	4	-1	4	8	-2	-1	1	-4

Single records, from the list above. Screens in order: SENP8 block-2, UBC13 polyUb, APOBEC3G inh, SENP7 block, Apaf-1 inh, SENP8 block-1, SENP1 inh, SENP6 block
Shown for COc1ccc(C(=O)COC(=O)c2ccc3c(c2)OCO3)c(OC)c1 = -3, 1, -3, 1, 0, 6, 1, 11
Shown for CN(C)CCN(C(=O)c1cc(Cl)sc1Cl)c1nc2ccc(F)cc2s1 = 14, 19, -7, 8, 0, 10, 3, -11
